# FLuc inhib CS: firefly luciferase enzyme inhibitors, primary screen, artefact control for luciferase-based inhibitor screens, biochemical, luminescence, ATPLite; 10 min; inhibition, % at 10 µM; actives 1.5% (n = 200,000); AID 1006, 2008;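 active = inhibition above about 50% when tested at 10 µM, limit read from the data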
# Target sequence (P08659 whole entry, looked up): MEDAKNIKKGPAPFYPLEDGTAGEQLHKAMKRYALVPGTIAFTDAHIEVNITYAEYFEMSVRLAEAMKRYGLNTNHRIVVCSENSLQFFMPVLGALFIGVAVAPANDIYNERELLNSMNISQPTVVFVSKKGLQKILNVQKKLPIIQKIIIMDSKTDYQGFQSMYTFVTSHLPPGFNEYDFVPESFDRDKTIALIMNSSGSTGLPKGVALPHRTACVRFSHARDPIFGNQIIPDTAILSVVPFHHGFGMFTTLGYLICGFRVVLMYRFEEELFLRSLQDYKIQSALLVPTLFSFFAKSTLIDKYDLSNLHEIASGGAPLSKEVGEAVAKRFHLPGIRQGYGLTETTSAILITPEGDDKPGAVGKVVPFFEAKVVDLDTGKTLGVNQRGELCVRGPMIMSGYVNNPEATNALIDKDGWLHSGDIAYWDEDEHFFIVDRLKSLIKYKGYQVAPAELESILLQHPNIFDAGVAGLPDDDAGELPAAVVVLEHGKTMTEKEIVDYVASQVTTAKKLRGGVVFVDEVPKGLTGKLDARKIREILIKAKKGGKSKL
# RAM network inh: inhibitors of the yeast RAM network, primary screen, dse1pr::URA3 reporter, 5-FOA selection. S. cerevisiae dse1pr::URA3 reporter, 5-FOA growth OD615, 2 d; analog-sensitive cbk1-as2 kinase mutant strain. inhibition, % at 50 µM. actives 1.8% (n = 190,000). AID 868, 2007;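 active = inhibition above a set limit, 3 SD over mean compound inhibition, cut at about 8.4% in these data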;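 also: 0% = DMSO-only wells with no growth and 100% = 10 µM 1-NA-PP1 full growth; inhibition rescues growth on 5-FOA so higher OD means more RAM inhibition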
# APP 5UTR inh: inhibitors of APP translation via 5'UTR reporter, primary screen, APP 5'UTR luciferase, SH-SY5Y cells; SH-SY5Y APP 5'UTR-luciferase reporter, luminescence; inhibition, % at 2 µM; actives 0.82% (n = 190,000);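 active = inhibition above a set limit, derived from the sample mean plus 3 SD, cut at about 45% in these data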; also: values of inactives mirror those of a sister screen read the other way
# Hsp70 act: Hsp70 transcriptional activators, primary screen, cell-based, HeLa, Hsp70 promoter luciferase, luminescence, 10 µM | HeLa Hsp70 promoter luciferase reporter; scaled: vehicle 0, proteasome-inhibitor control 100% | activation, % at 10 µM | actives 0.04% (n = 200,000) | AID 1203, 2008;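 active = activation above the mean across all tested compounds plus 3 SD, cutoff set per campaign, cut at about 5.5% in these data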;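 also: 100% = MG132 at 30 µM as the positive control and 0% = DMSO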
# NF-kB expr up: activators of NF-kB expression in neurons, primary screen, cell-based, HTS | human neuronal cells, NF-kB reporter expression; active compounds read high | fold change at 12.5 µM | actives 1.6% (n = 190,000) | AID 1239, 2008; in the data active = fold change above about 3.3
# APP 5'UTR act: activators of APP 5'UTR luciferase reporter, primary screen, SH-SY5Y cells. actives 1% (n = 190,000). activation, % at 2 µM. SH-SY5Y APP 5'UTR luciferase reporter, luminescence; zero percent = DMSO vehicle wells;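 active = activation above a set limit, based on mean plus 3 SD of controls, cut at about 140% in these data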; also: values of inactives mirror those of a sister screen read the other way
# An asterisk follows results filed as active; / = no result given. Only part of the results is shown, so the mix of outcomes need not match the whole.
entry | Molecule | NF-kB expr up | FLuc inhib CS | RAM network inh
1 | Cc1cc(OCC(=O)OC(C)(C)C)c2c3c(c(=O)oc2c1)CCC3 | / | -5 | /
2 | O=c1cccc2n1CC1CC2CN(c2ncnc3c2cnn3-c2ccc(Cl)cc2)C1 (configuration not stated) | / | -10 | /
3 | COC(=O)C1=C(N)OC(C)=C(C(C)=O)C12C(=O)N(C)c1ccccc12 (configuration not stated) | / | -7 | /
4 | CCCCn1c(=O)c(C(=O)Nc2nc3ccccc3[nH]2)c(O)c2ccccc21 | / | -1 | /
5 | ClC1=CCC2CN(CCN3CCCCC3)CC2C1 (configuration not stated) | / | -8 | /
6 | CC[C@@H](C(N)=O)N1CCCC1=O | / | -3 | /
7 | CC(C)[C@]12O[C@H]1[C@@H]1O[C@]13[C@]1(O[C@H]1C[C@H]1C4=C(CC[C@@]13C)C(=O)OC4)[C@@H]2O | / | 0 | /
8 | Oc1cc2c(cc1O)[C@H]1c3ccccc3CN[C@@H]1CC2 | / | -3 | /
9 | C[C@]12CCC(=O)C=C1CC[C@@H]1[C@@H]2CC[C@@]2(C)[C@H]1CC[C@]2(C)O | / | -4 | /
10 | O=c1cccc2n1C[C@H]1C[C@@H]2CN2CCCC[C@@H]12 | / | / | /
11 | COc1ccccc1CN1CCN(C(=O)Cc2ccccc2)CC1 | 1.1 | -2 | 1.5

entry | Hsp70 act | APP 5'UTR act | APP 5UTR inh
1 | / | / | /
2 | / | / | /
3 | / | / | /
4 | / | / | /
5 | / | / | /
6 | -0.2 | / | /
7 | -0.1 | / | /
8 | -0.2 | / | /
9 | -0.1 | / | /
10 | / | 5 | -4
11 | / | / | /

# Arranged by length of the SMILES (largest number first): some entries from above.
entry | Molecule | NF-kB expr up | FLuc inhib CS | RAM network inh
2 | O=c1cccc2n1CC1CC2CN(c2ncnc3c2cnn3-c2ccc(Cl)cc2)C1 (configuration not stated) | / | -10 | /
1 | Cc1cc(OCC(=O)OC(C)(C)C)c2c3c(c(=O)oc2c1)CCC3 | / | -5 | /
8 | Oc1cc2c(cc1O)[C@H]1c3ccccc3CN[C@@H]1CC2 | / | -3 | /
5 | ClC1=CCC2CN(CCN3CCCCC3)CC2C1 (configuration not stated) | / | -8 | /

entry | Hsp70 act | APP 5'UTR act | APP 5UTR inh
2 | / | / | /
1 | / | / | /
8 | -0.2 | / | /
5 | / | / | /

# Single records, from the list above. Values in the order: NF-kB expr up | FLuc inhib CS | RAM network inh | Hsp70 act | APP 5'UTR act | APP 5UTR inh
# Profile of `O=c1cccc2n1CC1CC2CN(c2ncnc3c2cnn3-c2ccc(Cl)cc2)C1` (configuration not stated) = / | -10 | / | / | / | /
# Profile of `Oc1cc2c(cc1O)[C@H]1c3ccccc3CN[C@@H]1CC2` = / | -3 | / | -0.2 | / | /
